# Assay outcomes deposited in PubChem BioAssay by several laboratories.
# Mtb UGM inh: blocks M. tuberculosis UGM enzyme; 0.06% of 320,000 active; purified UGM, fluorescence polarization probe displacement; inhibition, % at 10 µM; in the data active = inhibition above about 10%, passing the limit was not always enough; inconclusive = no clear call, values can overlap the other calls
# Target sequence (P9WIQ1 whole entry, looked up): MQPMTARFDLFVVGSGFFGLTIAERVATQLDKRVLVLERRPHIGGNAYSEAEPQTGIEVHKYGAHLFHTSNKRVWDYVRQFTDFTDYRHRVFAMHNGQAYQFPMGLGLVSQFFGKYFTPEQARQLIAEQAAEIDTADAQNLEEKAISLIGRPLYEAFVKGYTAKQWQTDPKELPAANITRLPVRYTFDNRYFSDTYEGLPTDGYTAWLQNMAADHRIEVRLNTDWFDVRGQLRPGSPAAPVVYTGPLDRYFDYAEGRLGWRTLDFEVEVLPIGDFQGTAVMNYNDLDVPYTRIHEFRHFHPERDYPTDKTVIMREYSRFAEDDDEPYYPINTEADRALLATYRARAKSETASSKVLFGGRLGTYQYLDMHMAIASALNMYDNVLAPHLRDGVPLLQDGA
# FadD28 FP inh: blocks FadD28 binding to the bisubstrate probe; fluorescence polarization; inhibition, % at 12.5 µM; 0.22% of 360,000 active; AID 588549; in the data active = inhibition above about 8.5%, passing the limit was not always enough; inconclusive = no clear call, values can overlap the other calls
# PfHsp40 yeast: rescue of PfHsp40-mediated yeast toxicity; growth rescue, % at 12.5 µM; 0.68% of 340,000 active; S. cerevisiae expressing PfHsp40, growth rescue, ATP luminescence; in the data active = growth rescue above about 28%, passing the limit was not always enough; inconclusive = no clear call, values can overlap the other calls;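 note: yeast W303a lacking pdr1 and pdr3 grown in galactose medium; growth measured after three days at 30 °C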
# BoNT F protease: blocks Botulinum neurotoxin F light chain protease; 0.22% of 360,000 active; inhibition, % at 10 µM; Multiplex microsphere protease cleavage assay, flow cytometry; in the data active = inhibition above about 35%, passing the limit was not always enough; inconclusive = no clear call, values can overlap the other calls; note: plate controls were buffer without enzyme for full effect and enzyme alone for no effect
# GDH-TPI inh: counter-screen for M. tuberculosis FBA inhibitors: GDH-TPI coupled enzymes | AID 588335 | GDH-TPI coupled enzyme counterscreen, NADH absorbance | inhibition, % at 4.8 µM | 1.2% of 360,000 active; in the data active = inhibition above about 30%;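 note: 0% = DMSO wells and 100% = wells lacking the enzyme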
# BoNT A protease: blocks Botulinum neurotoxin A light chain protease; multiplex microsphere protease substrate cleavage, flow cytometry; 0.17% of 360,000 active; inhibition, % at 10 µM; note: plate controls were buffer without enzyme for full effect and enzyme alone for no effect
# Anthrax LF inh2: blocks Bacillus anthracis lethal factor protease | P15917 | multiplex microsphere protease cleavage assay, LF | inhibition, % at 10 µM | 0.12% of 360,000 active; note: plate controls were buffer without enzyme for full effect and enzyme alone for no effect
# FBA Mtb inh: inhibitors of M. tuberculosis fructose-bisphosphate aldolase; P9WQA3; purified M. tuberculosis FBA, fluorescence read-out; inhibition, % at 1 µM; 2.3% of 360,000 active; AID 588726; in the data active = inhibition above about 27%;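 note: 0% = vehicle and 100% = reference inhibitor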
# Target sequence (P9WQA3 whole entry, looked up): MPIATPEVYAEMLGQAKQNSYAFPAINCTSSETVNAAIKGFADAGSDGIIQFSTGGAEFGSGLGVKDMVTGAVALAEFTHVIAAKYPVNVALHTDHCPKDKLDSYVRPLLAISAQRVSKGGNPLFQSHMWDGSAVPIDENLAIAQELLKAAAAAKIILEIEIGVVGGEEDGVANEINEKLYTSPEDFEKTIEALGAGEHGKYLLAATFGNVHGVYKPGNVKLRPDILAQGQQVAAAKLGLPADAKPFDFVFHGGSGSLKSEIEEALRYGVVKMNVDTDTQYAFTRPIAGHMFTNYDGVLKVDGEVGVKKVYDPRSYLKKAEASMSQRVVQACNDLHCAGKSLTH
# Mtb BioA inh: inhibitors of Mycobacterium tuberculosis BioA enzyme | purified M. tuberculosis BioA enzyme, plate reader | inhibition, % at 9.99 µM | 0.096% of 360,000 active | AID 602481; in the data active = inhibition above about 40%; inconclusive = no clear call, values can overlap the other calls
# * marks the source's active call; other numbers are inactive results; ? = inconclusive; / = no result given. Cut-off read from the data, not from the text of the source, unless noted: active = inhibition above about 30%; inconclusive = no clear call, values can overlap the other calls; inactive = below that.
SMILES,Mtb UGM inh,FadD28 FP inh,PfHsp40 yeast,BoNT F protease,GDH-TPI inh,BoNT A protease,Anthrax LF inh2,FBA Mtb inh,Mtb BioA inh
CCCN1CCN(CCCNC(=O)Cn2nc(C)n3c(cc4cc(F)ccc43)c2=O)CC1,-0.8,0.6,-1.0,2,12,0.0,-3,6,0.2
O=C(Nc1ccc2c(c1)CCC2)c1cc(=O)[nH]c2ccccc12,0.2,-2.6,1.2,5,7,0.0,-2,8,-3.1
O=S(=O)(c1cnc(Cl)c(Br)c1)N1CCN(c2ncccn2)CC1,0.6,-2.9,0.2,0,0,-0.5,-10,0,-2.1
COc1ccc(N(CC(=O)NC2CCCC2)C(=O)CS(=O)CC(=O)Nc2ccc3c(c2)OCO3)cc1 (stereo unspecified),1.5,-3.8,-1.2,-6,10,0.1,-2,0,-0.3
CSc1ccc(S(=O)(=O)Nc2ccc(OCC(=O)N3CCOCC3)cc2)cc1,-1.4,1.1,0.7,2,-1,-0.4,0,-1,/
O=c1c2ccccc2c(/C=N/n2cnnc2)c(O)n1-c1ccccc1,-0.5,1.2,1.1,1,10,2.2,1,11,-1.8
O=C(Cn1ccc2ccccc2c1=O)NCCC(=O)N1CCN(c2cccc(Cl)c2)CC1,-3.7,-6.0,-0.7,-4,8,-0.6,-4,0,0.3
Cc1ccc([N+](=O)[O-])cc1S(=O)(=O)N1CCNCC1,0.6,-0.1,-0.4,-2,0,0.0,-3,-1,/
Cc1csc2c(C#N)c(=O)c3c(n12)CCC3,-3.2,-1.4,0.3,-1,14,0.4,-6,10,2.7
O=C(Cn1cnc2c(nnn2Cc2ccc(F)cc2)c1=O)N1CCN(c2ccccc2)CC1,3.1,-2.7,1.0,-2,-6,-0.3,-1,0,0.1
CCN(CC(=O)Nc1ccc(OC)cc1)C(=O)c1ccc(N2CCCC2=O)cc1,-2.2,/,0.8,3,5,0.1,1,2,-1.1
Cc1cccc(C)c1NC(=O)c1cc(S(=O)(=O)N2CCC3(CC2)OCCO3)ccc1F,/,-1.7,/,2,4,-0.2,-4,0,15
COc1ccc(-n2nc(C)c3sc(C)nc3c2=O)cc1,-2.3,2.1,-1.8,?,3,?,-5,2,/
CCCC(=O)N(CCN1CCOCC1)c1nc2ccc(OCC)cc2s1,0.4,-0.2,0.5,-4,3,0.0,1,-1,-2.4
Cc1ccc(S(=O)(=O)N(C)C)cc1NC(=O)/C=C/c1cccs1,2.6,-1.2,0.3,-5,23,0.4,0,2,0.1
Nc1ccccc1Nc1nc2ccccc2[nH]1,2.1,2.5,1.4,6,12,-2.3,-19,1,-2.2
CCc1ccc(OCC(=O)NNC(=S)NC(=O)C2CC2)c(Br)c1,1.4,0.3,48*,1,-9,1.6,-2,2,1.1
COc1ccc2c(c1[N+](=O)[O-])CCC/C2=N/OC(=O)c1cccc2ccccc12,-0.1,-0.7,1.6,5,1,-0.1,-4,0,/
CCOC(=O)c1sc2cc([N+](=O)[O-])cc(SCC(=O)OC)c2c1N,0.5,-3.3,1.1,23,1,17,11,-4,1.9
N/C(=N/[N+](=O)[O-])N1CCN(C(=O)Oc2ccc([N+](=O)[O-])cc2)CC1,-0.2,-1.0,-1.0,1,8,-2.9,5,0,21
CC(=O)c1cccc(OCc2cc(C(=O)NCc3nc(C)c(C)s3)no2)c1,-5.8,-0.9,-1.8,-2,-6,1.6,-2,-2,1.3
Cc1oc(-c2ccc(Cl)cc2)nc1CSCC(=O)NC1CCN(Cc2ccccc2)CC1,-0.6,-1.6,1.6,8,-7,0.9,-1,-1,1.2
Cc1cc(C)c(S(=O)(=O)NCC2CCC(C(=O)N3CCC4(CC3)OCCO4)CC2)c(C)c1 (stereo unspecified),-0.3,0.8,3.8,-4,0,-0.7,-4,1,0.7
CCOC(=O)c1c2n(c3ccc(O)cc13)CCCCC2,-0.8,0.6,-0.7,19,-10,0.4,2,2,0.2
Cc1cccn2cc(COc3cccc([N+](=O)[O-])c3)nc12,3.4,-0.4,-0.3,9,1,0.3,-1,4,/
CCOC(=O)c1[nH]cnc1C(=O)Nc1ccccc1C,4.2,-1.2,0.7,1,-1,-0.4,-5,6,-0.1
O=C(O)c1ccc(NC(=S)NC(=O)C(c2ccccc2)c2ccccc2)cc1,1.8,-3.0,0.2,6,1,1.8,2,-2,-0.1
Cc1cnccc1CNC(=O)C1CCC(=O)N(Cc2ccc(Cl)cc2)C1 (stereo unspecified),-1.4,-3.2,0.4,-2,-4,-1.3,-1,1,-0.2
CC(=O)c1c(O)cc2n(c1=O)-c1ccc(Cl)cc1C2(C)C,3.5,-4.1,9.8,-3,-4,2.5,-1,2,/
Cc1ccc(Oc2nccc(-c3ccc(Cl)cc3)n2)cc1,-1.4,1.2,0.5,2,-3,-1.1,5,5,/
COc1ccc(N2CCN(c3ncccc3C#N)CC2)cc1,-0.4,-2.7,-1.4,0,4,0.0,0,-2,/
COc1cccc(C=Nc2ccc(C)c(F)c2)c1O,0.7,-0.4,0.1,-12,6,-0.2,0,3,1.1
CCN(Cc1ccccc1)C(=O)COC(=O)[C@@H]1CCCN1C(=O)c1cccs1,0.5,-1.0,-2.0,-8,5,0.7,-2,0,/
Oc1ccc(N=Cc2sc3ccccc3c2Cl)cc1,2.9,-0.6,-0.1,1,17,2.6,6,2,-1.2
CCOc1cccc(=O)c2c(C)n(CC3CCCO3)c(C)c12 (stereo unspecified),1.5,-0.6,-1.3,1,1,3.3,-2,-1,-0.9
COc1cc2ccccc2cc1C(=O)N1CC(C)CC(C)C1 (stereo unspecified),0.3,-2.0,-1.5,0,9,1.4,0,3,10

# Three entries from above, sorted by length of the SMILES, low to high.
SMILES,Mtb UGM inh,FadD28 FP inh,PfHsp40 yeast,BoNT F protease,GDH-TPI inh,BoNT A protease,Anthrax LF inh2,FBA Mtb inh,Mtb BioA inh
Oc1ccc(N=Cc2sc3ccccc3c2Cl)cc1,2.9,-0.6,-0.1,1,17,2.6,6,2,-1.2
Cc1ccc(Oc2nccc(-c3ccc(Cl)cc3)n2)cc1,-1.4,1.2,0.5,2,-3,-1.1,5,5,/
CCN(Cc1ccccc1)C(=O)COC(=O)[C@@H]1CCCN1C(=O)c1cccs1,0.5,-1.0,-2.0,-8,5,0.7,-2,0,/

# Next section:
SMILES,Mtb UGM inh,FadD28 FP inh,PfHsp40 yeast,BoNT F protease,GDH-TPI inh,BoNT A protease,Anthrax LF inh2,FBA Mtb inh,Mtb BioA inh
COc1ccc2c(c1OC)C(=O)OC2Nc1nc(-c2ccc(-c3ccccc3)cc2)cs1 (stereo unspecified),0.4,-1.4,0.6,-7,26,-0.6,-3,34*,-1.3
COc1ccccc1NC(=O)CCCc1c[nH]c2ccccc12,-1.0,0.6,-0.4,1,0,-0.6,-1,1,/
O=C(NCC1CCCO1)C1CCN(S(=O)(=O)Cc2ccccc2)CC1 (stereo unspecified),-5.2,-2.4,0.3,-2,3,-0.2,-1,2,-2.0
COC(=O)Cc1[nH]n(-c2nc3ccccc3s2)c(=O)c1C(C)=Nc1ccc(OC)cc1,-1.8,-6.9,0.6,-6,-6,-0.2,-3,4,/
COc1ccc(C2CC(=O)C3=C(C2)Nc2ncnn2C3c2ccccc2C)cc1 (stereo unspecified),-0.3,-11,2.6,-2,15,0.5,1,0,/
S=C(c1ccccc1)N(c1ccccc1)c1ccccc1,2.8,-2.8,1.0,4,7,0.5,-2,-5,-2.2
COC(=O)N1C(c2ccccc2)C1c1ccccc1 (stereo unspecified),-1.7,0.0,-0.7,-4,1,-0.3,-9,-3,/
CCOc1ccc(C(=O)Nc2ccc3c(c2)OCCO3)cc1[N+](=O)[O-],2.4,-2.8,-1.3,-9,0,-0.4,-2,-2,/
COc1cc(CC(=O)Nc2ccc3nc(C)sc3c2)cc(OC)c1OC,0.1,-1.3,-0.4,-1,0,0.8,-1,4,2.2
COc1cc(NC(=O)Cn2nc(Cc3cccnc3)c3ccccc3c2=O)cc(OC)c1OC,1.2,0.4,0.3,-19,1,-0.1,-6,3,0.3
CCOc1cc(S(=O)(=O)N2CCN(C(=O)c3ccco3)CC2)ccc1F,-0.7,-1.9,0.2,/,6,/,/,2,-1.7
Cc1ccc(NC(=O)c2ccc(OC(=O)C(C)Oc3ccc(Cl)cc3C)cc2)cc1 (stereo unspecified),1.5,-3.7,0.2,-2,-6,-0.6,-1,1,0.7

# Exported as labelled records: part of the list above.
O=C(NCC1CCCO1)C1CCN(S(=O)(=O)Cc2ccccc2)CC1 (stereo unspecified)
  Mtb UGM inh: -5.2; FadD28 FP inh: -2.4; PfHsp40 yeast: 0.3; BoNT F protease: -2; GDH-TPI inh: 3; BoNT A protease: -0.2; Anthrax LF inh2: -1; FBA Mtb inh: 2; Mtb BioA inh: -2.0

COC(=O)Cc1[nH]n(-c2nc3ccccc3s2)c(=O)c1C(C)=Nc1ccc(OC)cc1
  Mtb UGM inh: -1.8; FadD28 FP inh: -6.9; PfHsp40 yeast: 0.6; BoNT F protease: -6; GDH-TPI inh: -6; BoNT A protease: -0.2; Anthrax LF inh2: -3; FBA Mtb inh: 4; Mtb BioA inh: /

COc1ccc(C2CC(=O)C3=C(C2)Nc2ncnn2C3c2ccccc2C)cc1 (stereo unspecified)
  Mtb UGM inh: -0.3; FadD28 FP inh: -11; PfHsp40 yeast: 2.6; BoNT F protease: -2; GDH-TPI inh: 15; BoNT A protease: 0.5; Anthrax LF inh2: 1; FBA Mtb inh: 0; Mtb BioA inh: /

S=C(c1ccccc1)N(c1ccccc1)c1ccccc1
  Mtb UGM inh: 2.8; FadD28 FP inh: -2.8; PfHsp40 yeast: 1.0; BoNT F protease: 4; GDH-TPI inh: 7; BoNT A protease: 0.5; Anthrax LF inh2: -2; FBA Mtb inh: -5; Mtb BioA inh: -2.2

# Additional structures follow:
SMILES,Mtb UGM inh,FadD28 FP inh,PfHsp40 yeast,BoNT F protease,GDH-TPI inh,BoNT A protease,Anthrax LF inh2,FBA Mtb inh,Mtb BioA inh
CC(C)OC(=O)c1ccc(N2C(=O)C3CC=CCC3C2=O)cc1 (stereo unspecified),-1.2,-2.6,3.8,13,0,-0.2,-3,-6,1.0
CCN1C[C@@H]2[C@@H]3C(=O)N(C)C(=O)[C@@H]3[C@](Cc3ccccc3)(C1=O)N2C(=O)c1ccccc1,/,-2.3,1.9,-4,1,-0.1,-6,7,2.8
O=C(COC(=O)c1ccc(S(=O)(=O)NCc2ccco2)cc1)NC1CCCCC1,0.8,-0.3,0.4,-1,4,-1.0,-1,1,-0.3
CC(=O)Nc1ccc(CC#N)cc1,-2.1,-0.4,0.4,0,10,-0.9,-2,1,-1.0
Cc1cc(C)c(S(=O)(=O)N(CC(=O)NCc2cccnc2)C2CCCCC2)c(C)c1,0.0,-2.5,1.2,10,3,1.9,4,4,/
CCS(=O)(=O)N1CCC(C(=O)N2CCC3(CC2)OCCO3)CC1,-0.5,0.1,-1.1,1,-7,0.4,-2,2,0.0
Cc1ccccc1NC(=O)Cn1cnc2c1c(=O)n(C)c(=O)n2C,-2.5,-0.5,-1.4,19,9,-0.1,0,0,0.4
S=C(Nc1ccccc1)N1CCCN1c1ccccc1,-3.0,-4.5,-0.3,?,-11,-2.2,-1,0,1.0
Cc1ccc(Nc2nnc(SCC(=O)NCc3ccco3)s2)cc1,/,0.3,-0.1,4,11,-0.2,-3,-3,-1.2
COCCCNC(=O)Cn1nnc(-c2ccccc2NC(=O)c2ccc(F)cc2)n1,-3.2,-0.6,-0.9,2,0,2.6,-9,1,-1.4
O=C(/C=C/c1ccccc1)Nc1ccc(CN2CCOCC2)cc1,0.2,-0.8,0.5,-1,8,0.4,-1,-1,/
Cc1nn2c(N3CCOCC3)cc(C(C)(C)C)nc2c1-c1ccccc1,-2.1,-2.5,0.4,12,-5,-2.0,-5,0,-0.5
Cc1nc(N2CCN(C(=O)c3ccco3)CC2)nc2c1C(=O)CCC2,-0.1,-3.6,-0.8,0,-3,-1.3,0,1,0.3
CN(Cc1cnn(Cc2ccccc2)c1)C(=O)CN=C1NS(=O)(=O)c2ccccc21,0.3,-1.3,-1.1,11,4,5.4,-2,7,0.1
COc1ccc(NC(=O)CCC(=O)N/N=C/c2cccnc2)cc1,0.5,-1.3,-1.2,2,2,1.6,-1,-1,0.9
O=C(N/N=C/c1ccc2ccccc2c1)c1ccc(COc2ccc3c(c2)CCC3)o1,0.6,0.3,0.6,0,17,-0.1,0,1,-1.3
